Screening results deposited in PubChem BioAssay by National Center for Advancing Translational Sciences (NCATS).
TexasRed fluor = Total Fluorescence Counterscreen for Inhibitors of the Interaction of Thyroid Hormone Receptor and Steroid Receptor Coregulator 2 | hit rate 0.29% among 280,000 | Potency, µM (doses to about 106 µM), without a hit: at the top dose fluorescence change, negative = quenching | TRb/SRC2 Texas Red total fluorescence interference; active = well fitted curve in either direction with a large enough effect; inconclusive = small, poorly fitted or top-dose-only effect; note: potency is the fitted concentration of half-maximal effect; % is set by controls: 0 for no effect and ±100 for the full control effect
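Flags fluorescent or light-absorbing compounds by total fluorescence, S + 2P, at 555 nm excitation and 632 nm emission. Mixture: 20 nM Texas Red SRC2 peptide, 0.6 uM human TRb LBD, 1 uM T3, 5% DMSO; compound exposure 5 h at ambient temperature.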
Tau FP inhib = qHTS for Inhibitors of Tau Fibril Formation, Fluorescence Polarization | K18 P301L tau heparin fibrillization, Alexa594 FP, 6 h | Potency, µM (top dose mostly 57.7 µM), for the others: at the highest dose activity, negative = inhibition, hits mostly inhibitors | hit rate 0.39% among 280,000; note: potency is the fitted concentration of half-maximal effect; % is set by controls: 0 for no effect and ±100 for the full control effect; nearly all actives have a fitted effect of over 55% in size
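Recombinant K18 P301L […], labeled with Alexa 594 at 0.24 uM over 15 uM unlabeled; heparin inducer 20 uM final; 37 C, 6 hr; FP endpoint.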
TRb-SRC2 inh = qHTS for Inhibitors of the Interaction of Thyroid Hormone Receptor and Steroid Receptor Coregulator 2. TRbeta-SRC2 peptide binding, fluorescence polarization; receptor liganded with 1 µM T3. Potency, µM (series often up to 106 µM), for inactives: at the top dose activity change, negative = inhibition, usual class: inhibitors. hit rate 0.065% among 280,000. AID 1469, 2008;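 note: potency is the fitted concentration of half-maximal effect; plate controls were bound peptide for no effect and peptide without receptor for full effect; nearly all actives have a fitted effect of over 50% in size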
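Fluorescence polarization of 20 nM Texas Red SRC2 peptide with 0.6 uM human TRb ligand-binding domain, in Tris buffer with 1uM T3 and 5% DMSO. Incubated 5 hr ambient; normalized to unbound and bound controls.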
GLA spleen mod = qHTS Assay for Inhibitors and Activators of Human alpha-Galactosidase From Spleen Homogenate; Alpha-galactosidase A (Homo sapiens), P06280; human spleen homogenate, 4MU-alpha-Gal fluorescence, 40 min; Potency, µM (top dose mostly 80 µM), for the others: top-dose activity change, negative = inhibition, hits mostly inhibitors; hit rate 0.008% among 240,000; AID 2107, 2009;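 note: potency is the fitted concentration of half-maximal effect; 0% = enzyme with vehicle and -100% = no enzyme basal signal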
Target sequence (P06280 32-429 limits assumed): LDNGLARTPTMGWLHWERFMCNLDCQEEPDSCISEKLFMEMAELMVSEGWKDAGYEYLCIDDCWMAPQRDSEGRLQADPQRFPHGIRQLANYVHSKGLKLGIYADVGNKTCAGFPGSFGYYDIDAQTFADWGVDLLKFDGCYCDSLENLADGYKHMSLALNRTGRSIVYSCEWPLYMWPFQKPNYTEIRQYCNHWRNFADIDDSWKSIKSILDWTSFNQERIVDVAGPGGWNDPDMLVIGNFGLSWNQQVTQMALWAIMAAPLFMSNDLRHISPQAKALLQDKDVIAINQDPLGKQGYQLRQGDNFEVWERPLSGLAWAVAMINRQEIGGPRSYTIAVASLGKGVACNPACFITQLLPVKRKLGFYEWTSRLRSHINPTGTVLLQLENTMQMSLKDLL
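qHTS titration in buffer at pH 5.0. Alpha-galactosidase activity in spleen homogenate was measured via 4-methylumbelliferone release from 1 mM fluorogenic substrate after 40 min at 37C and a pH 10 stop. AC50 came from Hill fits of control-normalized data.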
Epigenetic reg = Quantitative High-Throughput Screen for Regulators of Epigenetic Control; murine LDR cells, GFP reporter derepression, 30 h; Potency, µM (titrated, usually from 53.9 µM), for the others: top-dose GFP activation, usual class: activators; hit rate 0.2% among 280,000; AID 1865, 2009; note: potency is the fitted concentration of half-maximal effect; % of control where 0% means no effect; nearly all actives have a fitted effect of over 60% in size
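GFP-positive cell count by laser-scanning cytometry (objects 20–120 um) after 30 h, 37 C compound exposure of murine LDR cells; reporter is CMV-GFP integrated at a silenced locus, inducible by HDAC or DNMT inhibitors.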
NPSR antagonist = qHTS Assay for Antagonists of the Neuropeptide S Receptor: cAMP Signal Transduction; CHO-NPSR cells, cAMP TR-FRET, antagonist mode; Q6W5P4; Potency, µM (top dose mostly 38.3 µM), for the others: at the top dose activity change, negative = inhibition, actives largely listed as inhibitors; hit rate 1% among 220,000; note: potency is the fitted concentration of half-maximal effect; % is set by controls: 0 for no effect and ±100 for the full control effect; nearly all actives have a fitted effect of over 50% in size; many of its hits are not listed in these tables
CBFb RUNX1 block = qHTS Assay for Compounds Blocking the Interaction Between CBF-beta and RUNX1 for the Treatment of Acute Myeloid Leukemia; AlphaScreen CBFb-His/RUNX1-biotin binding, biochemical; AID 1477, 2009; 230,000 tested, under 10 active; Potency, µM (doses to about 59.8 µM), without a hit: at the top dose activity, negative = inhibition, usual class: inhibitors; note: % of control where 0% means no effect
Target sequence (Q01196 whole entry, looked up): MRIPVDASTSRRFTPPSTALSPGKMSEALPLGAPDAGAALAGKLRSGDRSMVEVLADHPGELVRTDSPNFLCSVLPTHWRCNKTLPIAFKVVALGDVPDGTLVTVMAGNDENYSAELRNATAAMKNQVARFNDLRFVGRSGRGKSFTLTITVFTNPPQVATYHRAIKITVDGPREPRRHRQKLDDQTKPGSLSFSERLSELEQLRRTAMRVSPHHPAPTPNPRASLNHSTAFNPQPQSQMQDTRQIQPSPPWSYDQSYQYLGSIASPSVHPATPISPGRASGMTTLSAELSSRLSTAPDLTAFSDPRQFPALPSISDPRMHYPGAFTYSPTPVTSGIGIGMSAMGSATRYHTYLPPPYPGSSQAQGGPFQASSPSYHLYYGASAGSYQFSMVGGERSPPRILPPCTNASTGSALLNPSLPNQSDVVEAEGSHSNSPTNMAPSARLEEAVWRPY
Target sequence (Q13951 whole entry, looked up): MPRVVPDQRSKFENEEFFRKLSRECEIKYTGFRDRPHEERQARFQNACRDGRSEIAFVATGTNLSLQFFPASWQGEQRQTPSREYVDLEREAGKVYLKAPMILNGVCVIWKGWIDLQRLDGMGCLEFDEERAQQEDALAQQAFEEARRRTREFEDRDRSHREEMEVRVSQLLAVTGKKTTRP
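Compounds were screened at multiple concentrations against a preformed CBF-beta(His)/RUNX1(biotin) complex (30 nM of each) for 15 min at room temperature, followed by 90 min with nickel and streptavidin beads and AlphaScreen reading.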
Tau fluor counter = Counterscreen qHTS for Inhibitors of Tau Fibril Formation, Fluorescence Polarization; tau K18 P301L Alexa594 fluorescence, heparin fibrillization; Potency, µM (top dose mostly 57.7 µM), inactives show at the highest dose activity change, negative = decrease; hit rate 0.93% among 280,000; note: potency is the fitted concentration of half-maximal effect; % is set by controls: 0 for no effect and ±100 for the full control effect; nearly all actives have a fitted effect of over 55% in size
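Human tau K18 P301L (15 uM unlabeled, 0.24 uM Alexa 594-labeled) in 100 mM sodium acetate pH 7 with 20 uM heparin, 6 hr at 37 C. ThT 30 uM added, 1 hr ambient; Alexa 594 FP and total fluorescence read at 555/632 nm.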
* hit, by the source's call; ? = inconclusive; . = not tested or not shown; [ ] = another dose, or the depositor's remark. Unless noted, calls come from the whole dose curve; as a rule, active = well fitted curve in the direction sought with a large enough effect; inconclusive = small, poorly fitted or top-dose-only effect, or another doubt; inactive = no such curve, though single readings can be large; an effect the other way counts as inactive or inconclusive. Not all compounds are listed; rates above refer to the full screens.

mol	TexasRed fluor	Tau FP inhib	TRb-SRC2 inh	GLA spleen mod	Epigenetic reg	NPSR antagonist	CBFb RUNX1 block	Tau fluor counter
C=CCOc1ccc(/C(O)=C2\C(=O)C(=O)N(CCCOC)C2c2ccncc2)cc1 (stereo not given)	-2.2%	-1.7%	-14.6%	-6.4%	-1.1%	16.5%[46.1 µM]	3.8%	-3.9%
Cc1ccc(C)c(NC(=S)N2CCC(c3nc4ccccc4s3)CC2)c1	2.0%	14.1%	-6.9%	0.1%	0.9%	-16.6%[46.1 µM]	-6.7%	-15.5%
CCOC(=O)CCN1C(=O)[C@H]2[C@H]3[C@H](O)[C@H](O)C/C(=N/O[C@@H]4O[C@@H](COC(C)=O)[C@@H](OC(C)=O)[C@@H](OC(C)=O)[C@H]4OC(C)=O)[C@H]3CC[C@@H]2C1=O	2.3%[11.2 µM]	-2.7%[11.6 µM]	-0.8%[11.2 µM]	-14.2%[17.5 µM]	1.1%[10.1 µM]	.	3.3%[13.1 µM]	-10.1%[11.6 µM]
COc1ccc(-c2nc(-c3ccc(Br)o3)no2)cc1	-0.8%	3.1%	5.7%	-3.7%	-1.0%	-13.6%[46.1 µM]	-2.6%	-16.9%
N#Cc1c(N)nc2c(c1-c1ccc3c(c1)OCO3)CCc1ccccc1-2	-6.6%	-9.8%	-5.1%	-13.8%	4.5%	-44.4%	27.4%	-22.6%
Cc1ccc(S(=O)(=O)N(C(=O)c2ccncc2)c2ccc(OC(=O)c3ccncc3)c3ccccc23)cc1	0.3%	?	6.4%	4.2%	2.0%	-19.7%	-5.4%	?
COc1ccc2cc(C3NC(=O)c4ccccc4N3)c(Cl)nc2c1 (stereo not given)	1.5%	-1.8%	6.8%	0.7%	-6.1%	22.5%	5.4%	-11.5%
Nc1nc(CCl)nc(Nc2cccc3ccccc23)n1	-1.6%	0.4%	6.8%	1.6%	0.1%	42.6%	-17.0%	-19.4%
CCc1nn(CC(=O)NCCN(CC(C)C)CC(C)C)c(=O)c2cc3sc(C)cc3n12	?	-3.6%	6.3%	.	0.0%	.	.	-13.6%
C[C@@H]1O[C@@H](OC[C@H]2O[C@@H](Oc3c(-c4cccc(O)c4O)oc4cc(O)cc(O)c4c3=O)[C@H](O)[C@@H](O)[C@@H]2O)[C@H](O)[C@H](O)[C@H]1O	-6.8%	1.0%	2.3%	-26.3%	-1.1%	.	7.2%[21.7 µM]	-9.7%
COC(=O)C1=C(C)N(CCCCCC(=O)O)C(=O)NC1c1ccccc1 (stereo not given)	-2.9%	.	8.0%	4.8%	.	.	19.8%	.
Cc1cc(NC(=O)CN2C(=O)CSc3ccc(S(=O)(=O)N(C)C)cc32)ccc1Br	0.0%	-12.0%	-3.2%	.	-4.0%	.	.	?
O=C(Nc1ccc2ncccc2c1)Nc1ccc2ncccc2c1	-3.3%	?	0.3%	-10.4%	0.0%	-7.6%	28.3%	?
CCC1CN(C(=O)NCc2ccccc2)c2cc(Cl)ccc2O1 (stereo not given)	6.0%	-2.3%	-6.9%	.	0.8%	.	.	0.0%
Cc1ccc(S(=O)(=O)c2ccc(Cl)cc2)cc1S(=O)(=O)N(C)CC(=O)O	-2.1%	10.6%	-4.7%	-0.2%	0.0%	7.6%	5.2%	-0.4%
O=C(O)c1cc2ccccc2c2cc(Br)ccc12	-0.7%	4.0%	-2.8%	2.4%	2.1%	58.7%	-0.9%	4.4%
COc1ccc(S(=O)(=O)Nc2c(C)n(C)n(-c3ccccc3)c2=O)cc1	-5.1%	5.0%	-20.2%	9.8%	-2.4%	-18.4%[46.1 µM]	-2.9%	-0.2%
Cc1ccnc2nc(C(=O)Nc3nc(-c4ccccn4)cs3)nn12	-3.9%	-6.8%	0.2%	0.6%	1.1%	4.3%	.	-15.8%
Cc1cnnc2c1-c1nonc1CC2	-9.7%	-3.5%	-12.2%	14.3%	-5.7%	-11.4%[46.1 µM]	6.5%	-9.6%
Cc1ccc(CNC(=O)C2CCN(C(=O)c3ccc(-n4ccc5ccccc54)s3)CC2)cc1	-0.6%	-8.3%	-0.5%	.	-2.0%	.	.	-3.3%
COc1cccc(NC(=S)N2CCC(N(C)CC3CCCO3)CC2)c1 (stereo not given)	-1.6%	-3.4%	-7.9%	-0.5%	-0.9%	10.7%	-4.0%	0.2%
C=CCNC(=S)N/N=C/c1ccc(-c2cc(Cl)ccc2Cl)o1	1.8%	-2.7%	9.7%	1.2%	0.0%	-0.4%[46.1 µM]	-7.6%	2.7%
CCN(CC)C(=O)C1CCN(Cc2cccc(OCc3ccccc3)c2)CC1	2.0%	-0.6%	-5.9%	12.2%	-2.4%	5.3%[7.67 µM]	-1.5%	0.2%
COc1ccc(S(=O)(=O)N2CCCC(C(=O)N3CCN(C)CC3)C2)cc1C (stereo not given)	0.4%	0.9%	-2.1%	-4.7%	-6.3%	-6.4%[46.1 µM]	9.0%	4.3%
CCOC(=O)c1ccc(N2C(=O)c3n[nH]c(C)c3C2c2ccc(CC)cc2)cc1 (stereo not given)	-1.0%	-21.1%	-5.5%	.	18.7%	.	.	-13.8%

Further results follow.
mol	TexasRed fluor	Tau FP inhib	TRb-SRC2 inh	GLA spleen mod	Epigenetic reg	NPSR antagonist	CBFb RUNX1 block	Tau fluor counter
COc1cc(NC(=O)c2oc3c(c2C)-c2nn(Cc4cccc(Cl)c4)cc2CC3)cc(OC)c1	-0.8%	-6.7%	-2.2%	.	1.4%	.	.	-8.2%
O=S(=O)(c1ccc(-c2csc(Nc3ccc(F)cc3)n2)cc1)N1CCCC1	1.1%	7.4%	5.0%	-0.7%	-0.4%	-55.0%	-1.3%	?
COCC(=O)Nc1ccccc1C#N	-1.1%	1.6%	0.8%	-3.8%	-0.7%	5.2%[46.1 µM]	2.0%	1.0%
Cn1cccc1CC(=O)NNC(=S)NC(=O)c1ccc(F)cc1	-6.2%	-4.2%	-0.6%	-5.8%	-0.3%	-7.4%[7.67 µM]	.	-5.2%
CC(C)(C)CC(=O)Nc1nnc(-c2cccs2)s1	-2.9%	-13.5%	8.4%	-2.2%	-2.2%	-1.3%[46.1 µM]	4.9%	-10.8%
CCNC(=S)N(Cc1ccc2c(c1)OCO2)C1CC(=O)N(c2ccc(OC)cc2)C1=O (stereo not given)	-8.5%	5.5%	-2.1%	4.7%	0.0%	-3.9%[46.1 µM]	-3.5%	-27.8%
COc1ccccc1C(=O)NC(=O)OCCn1c(C)cnc1[N+](=O)[O-]	2.6%	0.7%	1.5%	7.6%	1.1%	6.1%	6.3%	-4.0%
COc1ccc(NC(=O)c2cnc(Nc3ccc(C)c(Cl)c3)c3ccccc23)cc1OC	-1.0%	?	0.2%	.	2.0%	.	.	-13.0%
O=C(/C=C/c1ccc(-c2ccccc2[N+](=O)[O-])o1)c1ccc(Br)cc1	-4.2%	-5.3%	5.2%	-4.4%	0.1%	-26.6%[46.1 µM]	-10.8%	?
S=C(NCCc1ccccc1)Nc1ccc(Nc2ccccc2)cc1	-2.7%	?	-7.3%	8.9%	4.7%	57.4%	?	15.8µM*[quencher]
C=CC1=C[C@@H](O)C2OC2C12OCCCO2 (stereo not given in full)	1.8%[11.2 µM]	-12.6%[11.6 µM]	3.0%[11.2 µM]	7.8%[17.5 µM]	2.2%[10.1 µM]	.	?	-5.4%[11.6 µM]
CCOc1cc(NC(=S)NCc2ccco2)c(OCC)cc1NC(=O)CC(C)C	0.4%	0.1%	-27.8%	10.7%	-1.0%	15.2%	-10.3%	-1.0%
CCOC(=O)c1ccc2c(c1)nc(COc1ccc3ccccc3c1)n2CC	2.0%	-2.2%	-1.0%	-3.4%	-2.2%	?	4.3%	-19.7%
CCC1(C)N(O)C(C)(C)C(c2ccc(OC)cc2)=[N+]1[O-] (stereo not given)	-6.2%	2.3%	-4.2%	-1.6%	-0.4%	-1.5%[46.1 µM]	2.2%	6.0%
N#Cc1ccccc1Cn1c(=O)n(-c2ccc(F)c(Cl)c2)c(=O)c2sccc21	?	-14.5%	-7.1%	.	6.2%	.	.	1.9%
CC(C)Oc1cccc(C(=O)C2CCCN(Cc3ccc4nonc4c3)C2)c1 (stereo not given)	-1.7%	-3.4%	-3.9%	-1.8%	7.0%	58.3%	18.3%	-17.5%
CC(=O)N1C(=S)NC(=O)/C1=C1/C(=O)N(CC(=O)Nc2cccc(C)c2)c2ccccc21	-1.9%	-4.5%	-3.0%	-4.2%	0.0%	9.7%	6.7%	0.2%
CC(=O)NCC(=O)N(c1ccccc1)C1(C(=O)NC2CCCCC2)CCCCC1	-3.0%	-1.0%	5.8%	2.4%	-1.0%	-9.7%[46.1 µM]	-4.0%	-11.2%
COc1ccc(CCNC(=O)COC(=O)c2cnccn2)cc1	-2.2%	0.2%	-1.0%	3.9%	0.7%	-5.2%[46.1 µM]	-3.3%	-5.2%

Compounds above that have a nitro group on carbon:
mol	TexasRed fluor	Tau FP inhib	TRb-SRC2 inh	GLA spleen mod	Epigenetic reg	NPSR antagonist	CBFb RUNX1 block	Tau fluor counter
COc1ccccc1C(=O)NC(=O)OCCn1c(C)cnc1[N+](=O)[O-]	2.6%	0.7%	1.5%	7.6%	1.1%	6.1%	6.3%	-4.0%
O=C(/C=C/c1ccc(-c2ccccc2[N+](=O)[O-])o1)c1ccc(Br)cc1	-4.2%	-5.3%	5.2%	-4.4%	0.1%	-26.6%[46.1 µM]	-10.8%	?
